ATXN2 expr inh: ATXN2 expression inhibition. HEK-293 ATXN2-luciferase reporter, luminescence, 24 h. Potency, µM (top dose mostly 57 µM), for inactives: at the highest dose activity change, negative = inhibition, hits mostly inhibitors. 0.72% of 360,000 active; note: potency is the fitted concentration of half-maximal effect; % is set by controls: 0 for no effect and ±100 for the full control effect; nearly all actives have a fitted effect of over 55% in size
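ATXN2-luciferase reporter cells (luciferase flanked by upstream and downstream ATXN2 gene portions) were treated 24 h at 37 °C with compounds at up to 57 uM. SteadyGlo luminescence gave expression; GF-AFC fluorescence gave viability.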
IL-1B inflam inh: inhibitors of inflammasome signaling (IL-1 beta secretion); THP-1 LPS/ATP IL-1B secretion, AlphaLISA, 16 h; stronger effect = lower value; activity change, % at 57.5 µM; 4.7% of 360,000 active; in the data active = activity change below about -50%; inconclusive = mostly about -30% to -49%; note: % is set by controls: 0 for no effect and ±100 for the full control effect
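Secreted IL-1B measured by AlphaLISA bead assay after 16 h compound exposure of THP-1 cells; compounds (final up to 57.5 uM) added 1 h before LPS (250 ng/mL) and ATP (1.25 mM) stimulation; lower signal means less secretion.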
MCF10A rereplic: DNA re-replication induction in MCF 10a cells; MCF 10A DNA re-replication, Hoechst nuclear intensity, 48 h; Potency, µM (highest dose often 46.1 µM), without a hit: at the top dose activity, positive = re-replication, usual class: activators; 2.9% of 350,000 active; note: potency is the fitted concentration of half-maximal effect; % of control where 0% means no effect; nearly all actives have a fitted effect of over 50% in size
KB-3-1 tox: KB-3-1 parental cell cytotoxicity; AID 1347075; Potency, µM (titrated, usually from 46.1 µM), without a hit: top-dose activity change, negative = cytotoxic, usual class: cytotoxic; 1.4% of 400,000 active; KB-3-1 viability, CellTiter-Glo ATP luminescence, 72 h; note: potency is the fitted concentration of half-maximal effect; % is set by controls: 0 for no effect and ±100 for the full control effect; nearly all actives have a fitted effect of over 60% in size
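Screening of KB-3-1 cells (DMEM, 10% FBS, phenol-red free) ran from lowest to highest compound concentration; after 72 h at 37 °C viability was read luminescently and curves fitted.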
HepG2 tox: counter-screen for TGF-b inhibitors: cytotoxicity in HepG2 cells. HepG2 CAGA-GFP viability, ATP luminescence, 18 h. Potency, µM (top dose mostly 46.1 µM), inactives show top-dose activity change, negative = cytotoxicity, most hits filed as cytotoxic. 0.76% of 410,000 active. AID 588856; note: potency is the fitted concentration of half-maximal effect; some results filed as inactive show a strong effect at the top dose
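CellTiter-Glo luminescence gave cytotoxicity after 18 hours at 37 degrees C. The cells were HepG2 CAGA-GFP in 1% FBS DMEM, stimulated with 500 pg/mL TGF-beta after compound addition. %Activity was normalised to no-cell wells (complete cell-killing) and DMSO (no toxicity), and curves were fitted and classified.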
ATXN viability: viability counter-screen for ATXN expression inhibitors; S2 cells (HEK-293 line with an ATXN2-luciferase reporter) viability, CellTiter-Fluor protease fluorescence, 24 h; Potency, µM (doses to about 56.7 µM), most hits filed as cytotoxic; 0.49% of 400,000 active; AID 651635; note: potency is the fitted concentration of half-maximal effect; nearly all actives have a fitted effect of over 40% in size
HT1080-NT tox: kills 2HG-producing HT-1080-NT fibrosarcoma cells; HT-1080-NT fibrosarcoma viability, CellTiter-Glo ATP luminescence, 48 h; Potency, µM (titrated, usually from 46.1 µM), inactives show at the highest dose activity, negative = less viability, hits mostly cytotoxic; 1.6% of 360,000 active;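 note: NT is the 2HG producing partner of a matched IDH1 knockdown line; potency is the fitted concentration of half-maximal effect; 0% = DMSO-treated cells and -100% = media-only wells without cells; nearly all actives have a fitted effect of over 55% in size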
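Viability by CellTiter-Glo luminescence after 48 h compound exposure at 37C of HT-1080-NT cells (750/well, RPMI, 5% FBS). % activity scaled between DMSO wells and medium-only wells, then curve-fitted and categorized by curve class.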
SW480 rereplic: DNA re-replication induction in SW480 cells | SW480 DNA re-replication, Hoechst DNA content imaging, 48 h | Potency, µM (top dose mostly 46.1 µM), inactives show top-dose re-replication activation, usual class: activators | 1.8% of 340,000 active; note: potency is the fitted concentration of half-maximal effect; % of control where 0% means no effect; nearly all actives have a fitted effect of over 55% in size
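Readout is total intensity of Hoechst-stained nuclei, excited at 405 nm and collected at 500-530 nm. Compound treatment lasted 48 hr at 37 C in 5% CO2 before staining.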
HT1080 IDH1KD tx: toxicity to HT-1080 IDH1 knockdown cells (counter line) | 2% of 360,000 active | HT-1080 IDH1 knockdown viability, ATP luminescence, 48 h | Potency, µM (series often up to 46.1 µM), for the others: at the top dose activity, negative = toxicity, hits mostly cytotoxic;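 note: potency is the fitted concentration of half-maximal effect; 0% = DMSO wells and -100% = cell-free medium wells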
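Viability of IDH1-knockdown HT-1080 fibrosarcoma cells was assessed by CellTiter-Glo after 48 h at 37 °C with titrated compound; concentration-effect curves were classified by fit quality and response size.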
* hit, by the source's call; i = inactive; ? = inconclusive; . = not tested or not shown; & = joins results of further samples; [ ] = remark or other dose. Unless noted, calls come from the whole dose curve; as a rule, active = well fitted curve in the direction sought with a large enough effect; inconclusive = small, poorly fitted or top-dose-only effect, or another doubt; inactive = no such curve, though single readings can be large; an effect the other way counts as inactive or inconclusive.

canonical_smiles,ATXN2 expr inh,IL-1B inflam inh,MCF10A rereplic,KB-3-1 tox,HepG2 tox,ATXN viability,HT1080-NT tox,SW480 rereplic,HT1080 IDH1KD tx
CCN1C(=O)[C@H]2[C@@H](c3ccc(-c4cccc(Cl)c4)c(OC)c3)N3CCCC[C@@]3(C(=O)OC)[C@H]2C1=O,-25%,-62*,-2%,-12%,-15%,i,0%,20%,-22%
COC(=O)C[C@H]1C[C@@H]2c3cc(NC(=O)Nc4ccccc4)ccc3O[C@@H]2[C@@H](CO)O1,11%,10,.,-3%,8%,i,4%,.,5%
CCOC(=O)c1ccc(NC(=O)N2CCN(CCc3ccccc3)CC2)cc1,-4%,-16,-5%,-10%,-39%,i,-42%,-10%,?
COc1ccc(N(CC(=O)NCc2ccccc2)C(=O)Cn2nnc(-c3ccccc3F)n2)cc1OC,3%,13,-1%,12%,-10%,i,14%,2%,15%
Cc1c(C(=O)O)oc2ccc(S(=O)(=O)N(CC(C)C)CC(C)C)cc12,-3%,7,1%,-2%,-16%,i,-6%,-5%,-1%
Cc1ccc(C(=O)c2coc3ccc(O)c(CN(C)C)c23)cc1,.,-14,15%,-6%,-25%,?,-5%,?,-6%
O=C(COC(=O)C1C2CC3OC(=O)C1C3C2)Nc1ccc(Cl)cc1 (configuration not stated),5%,10,4%,0%,-15%,i,0%,-4%,12%
Cc1nc2c3ccccc3nc(NNC(=O)CCC(=O)NCCC(C)C)n2n1,-5%,15,3%,5%,16%,i,7%,2%,15%
COc1cc(C)c(NC(c2ccccc2)c2ccccc2)cc1OC,-19%,-21,11%,-7%,-17%,i,-26%,0%,-5%
COc1cc2oc(=O)ccc2cc1-c1c(OC)ccc2ccc(=O)oc12,-2%,3,2%,?,-15%,?,14%,3%,-20%
Cc1noc(C)c1C(=O)OC(C)C(=O)Nc1ccc([N+](=O)[O-])cc1C(F)(F)F (configuration not stated),.,-12,.,3%,3%,i,0%,.,3%
CCc1ccc(NC(=O)CCc2c(C)nn(-c3ccc(N4CCCCC4)nn3)c2C)cc1,7%,-17,-2%,-6%,-20%,i,-3%,-3%,0%
Cn1nnnc1SCc1ccc(Cl)cc1,-19%,-26,-2%,-2%,-38%,i,-5%,-5%,-4%
CC1(C)Cc2c(ccc3ccccc23)C2=C(C(=O)N3CCCC3)C(=O)C(=O)N21,?,71,21µM*,0%,-1%,i,4%,4%,-16%
COP(=O)(OC)C(Nc1ccc(Cl)cc1)c1ccccc1 (configuration not stated),.,3,-8%,-6%,7%,i,3%,1%,6%

Shown as labelled records: 4 of the compounds above
CCOC(=O)c1ccc(NC(=O)N2CCN(CCc3ccccc3)CC2)cc1
  ATXN2 expr inh = -4%	IL-1B inflam inh = -16	MCF10A rereplic = -5%	KB-3-1 tox = -10%	HepG2 tox = -39%	ATXN viability = i	HT1080-NT tox = -42%	SW480 rereplic = -10%	HT1080 IDH1KD tx = ?

COc1ccc(N(CC(=O)NCc2ccccc2)C(=O)Cn2nnc(-c3ccccc3F)n2)cc1OC
  ATXN2 expr inh = 3%	IL-1B inflam inh = 13	MCF10A rereplic = -1%	KB-3-1 tox = 12%	HepG2 tox = -10%	ATXN viability = i	HT1080-NT tox = 14%	SW480 rereplic = 2%	HT1080 IDH1KD tx = 15%

Cc1c(C(=O)O)oc2ccc(S(=O)(=O)N(CC(C)C)CC(C)C)cc12
  ATXN2 expr inh = -3%	IL-1B inflam inh = 7	MCF10A rereplic = 1%	KB-3-1 tox = -2%	HepG2 tox = -16%	ATXN viability = i	HT1080-NT tox = -6%	SW480 rereplic = -5%	HT1080 IDH1KD tx = -1%

Cc1ccc(C(=O)c2coc3ccc(O)c(CN(C)C)c23)cc1
  ATXN2 expr inh = .	IL-1B inflam inh = -14	MCF10A rereplic = 15%	KB-3-1 tox = -6%	HepG2 tox = -25%	ATXN viability = ?	HT1080-NT tox = -5%	SW480 rereplic = ?	HT1080 IDH1KD tx = -6%

The listing picks up with the two entries that preceded the break.
canonical_smiles,ATXN2 expr inh,IL-1B inflam inh,MCF10A rereplic,KB-3-1 tox,HepG2 tox,ATXN viability,HT1080-NT tox,SW480 rereplic,HT1080 IDH1KD tx
CC1(C)Cc2c(ccc3ccccc23)C2=C(C(=O)N3CCCC3)C(=O)C(=O)N21,?,71,21µM*,0%,-1%,i,4%,4%,-16%
COP(=O)(OC)C(Nc1ccc(Cl)cc1)c1ccccc1 (configuration not stated),.,3,-8%,-6%,7%,i,3%,1%,6%
CCOc1ccc(-c2nonc2NC(=O)c2ccco2)cc1,1%,0,6%,-21%,2%&8%,i,?,?,6%
CSc1ncccc1C(=O)N1CCCC(Nc2ccc(C)c(C)c2)C1 (configuration not stated),-16%,2,13%,14%,-7%,i,-5%,-6%,5%
Cc1cccc(C(=O)Nc2ccc(O)cc2)c1,20%,-21,5%,8%,-5%,i,-8%,-3%,-6%
CCCCCNC(=O)C(c1ccncc1)n1c(=O)c(-c2ccco2)nc2ccccc21 (configuration not stated),.,-12,.,8%,.,.,-3%,.,1%
CC(C)Oc1ccc(CN2CCCC(CO)(Cc3ccc(F)cc3)C2)cc1 (configuration not stated),-17%,-72*,5%,-1%,-37%,i,?,?,29µM*
CCCN1CCCc2ccccc21,-15%,24,2%,14%,-1%,i,7%,-4%,1%
N#Cc1cccc(-n2nnnc2-c2ccc3c(c2)OCO3)c1,23%,-12,14%,-6%,-11%,i,1%,0%,-1%
O=C(CCCCCN1C(=O)[C@@H]2Cc3ccccc3CN2C1=O)Nc1ccccc1Cl,.,-5,1%,-10%,-3%,i,-18%,0%,-7%
CC(=O)N1c2ccc(S(=O)(=O)NCC3CCC(C(=O)Nc4ncccc4C)CC3)cc2CC1C (configuration not stated),4%,9,0%,-8%,-2%,i,1%,-5%,15%
COc1ccc(NC(=O)C(=O)NCCc2csc(-c3ccc(Cl)cc3)n2)cc1OC,7%,.,.,0%,2%,i,.,.,.
S=C(NCCc1ccccc1)Nc1ccc(Br)cn1,-5%,65,0%,-19%,-14%,i,1%,-5%,-2%
CCCCOCCCn1cnc2c([nH]c3cc(OC)ccc32)c1=O,0%,-7,4%,1%,-4%,i,13%,-3%,10%
CCN1C(=O)C2C(C1=O)N1C(c3ccccc3)C3C(=O)N(CC)C(=O)C3N1C2c1ccccc1 (configuration not stated),1%,47,-4%,2%,-18%,i,0%,-2%,1%
Cc1cc(C)n(-c2nc3ccccc3nc2NCCc2ccccc2)n1,7%,24,?,22%,-54%,i,?,4%,11%
COC(=O)CSc1nnc(NC(=O)C2CC(=O)N(c3ccc(F)cc3)C2)s1 (configuration not stated),17%,i,8%,-2%,4%,i,5%,-6%,2%
COc1ccccc1N1CCN(C(=O)Cc2c(C(=O)O)c(C)cn2C)CC1,8%,.,.,1%,6%,i,.,.,.
CN=C(Nc1ccccc1)SC1CC(=O)N(c2ccc(C(=O)OC)cc2)C1=O (configuration not stated),6%,-17,0%,-26%,2%,i,-13%,0%,-3%
CN(CC(=O)Nc1c(Cl)cccc1Cl)C(=O)Cc1cccs1,3%,0,-9%,2%,10%,i,1%,?,9%
O=C(COC(=O)COc1ccc(Cl)cc1)NCCCc1ccccc1,2%,2,-3%,0%,-3%,i,0%,0%,1%
Cc1cccc(NS(=O)(=O)c2cccc(C(=O)N3CCCC(C(F)(F)F)C3)c2)c1 (configuration not stated),-3%,0,5%,-6%,-48%,i,0%,-2%,-7%
CC1=CC(C)(C)N(C(=O)C(C)N2C(=O)c3ccccc3C2=O)c2ccc(C)cc21 (configuration not stated),3%,-1,?,0%,6%,i,0%,8%[9.22 µM],-14%
COc1ccc(NC(=O)c2ccc(NS(=O)(=O)c3cccc4cccnc34)cc2)cc1,-10%,7,12%,-3%,5%,i,-30%,11%,-12%
CCOc1ccc(N(CC(=O)N2CCOCC2)S(=O)(=O)c2ccc(SC)cc2)cc1,-3%,-19,-5%,4%,-8%,i,13%,-2%,0%
Cc1ccc(/C=N/n2c(-c3ccc(Cl)cc3)n[nH]c2=S)o1,3%,9,8%,-4%,-16%,?,12%,-5%,6%
COc1ccc2[nH]c3c(c2c1)CCN1C(=O)C(CC(=O)NCc2ccc(OC)c(OC)c2)C[C@H](C(=O)N2CCCCC2)[C@@]31CCc1ccccc1 (some centres not stated),-17%,-18,5%,-8%,-1%,?,-1%,18%,-15%
Cc1ccc(CNC(=O)c2cc(S(=O)(=O)N3CCCCC3)cn2C)cc1,-5%,.,.,20%,-4%,i,.,.,.
N#Cc1ccc(COC(=O)c2cnc(Cl)c(Cl)c2)cc1,4%,-88*,-7%,?,-3%,i,1%,-7%,1%
COc1ccc(S(=O)(=O)N2CCCC2CNC(=O)C(=O)NCCc2ccccc2)cc1 (configuration not stated),3%,25,?,8.2µM*,-26%,i,?,?,18µM*
N#Cc1ccc(N[C@@H]2CCN3C(=O)c4ccccc4[C@@H]3C[C@H]2O)cc1,-10%,15,10%,2%,-14%,i,-2%,-16%,2%
CCN(CC)S(=O)(=O)c1ccc(OC(C)C)c(NC(=O)c2c3c(nc4ccccc24)CCN(Cc2ccccc2)C3)c1,-5%,-14,?,7%,-59%,i,-9%,?,-11%

Screening results as filed in PubChem BioAssay.
